UGM FP inh – M. tuberculosis UGM enzyme inhibitors, primary screen, biochemical, fluorescence polarization, single point | UDP-galactopyranose mutase (Mycobacterium tuberculosis (strain ATCC 25618 / H37Rv)), … | purified UGM, fluorescence polarization probe displacement | inhibition, % at 10 µM | actives 0.06% (n = 320,000) | AID 504406, 2011; in the data active = inhibition above about 10%, passing the limit was not always enough; inconclusive = no clear call, values can overlap the other calls
Target sequence (P9WIQ1 whole entry, looked up): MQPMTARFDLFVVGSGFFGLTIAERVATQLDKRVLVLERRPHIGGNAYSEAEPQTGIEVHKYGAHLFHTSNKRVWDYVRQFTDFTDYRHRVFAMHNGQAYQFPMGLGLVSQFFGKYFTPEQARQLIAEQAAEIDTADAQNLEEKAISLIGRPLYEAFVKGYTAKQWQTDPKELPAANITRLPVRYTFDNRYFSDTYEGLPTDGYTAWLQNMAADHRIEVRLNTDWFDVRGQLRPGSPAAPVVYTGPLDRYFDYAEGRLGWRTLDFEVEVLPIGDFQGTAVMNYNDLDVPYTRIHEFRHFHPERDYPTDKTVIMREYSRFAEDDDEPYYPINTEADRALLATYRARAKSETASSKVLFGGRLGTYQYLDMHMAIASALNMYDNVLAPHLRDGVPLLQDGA
Mtb BioA inh – M. tuberculosis BioA enzyme inhibitors, primary screen, biochemical, plate reader, single point, HTS | purified M. tuberculosis BioA enzyme | inhibition, % at 9.99 µM | actives 0.096% (n = 360,000) | AID 602481, 2012; in the data active = inhibition above about 40%; inconclusive = no clear call, values can overlap the other calls
PfHsp40 rescue – rescue of yeast from PfHsp40 toxicity, primary screen, S. cerevisiae, ATP luminescence. growth rescue, % at 12.5 µM. actives 0.68% (n = 340,000). AID 504582, 2011. S. cerevisiae expressing PfHsp40, growth rescue; in the data active = growth rescue above about 28%, passing the limit was not always enough; inconclusive = no clear call, values can overlap the other calls;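 note: yeast W303a lacking pdr1 and pdr3 grown in galactose medium; growth measured after three days at 30 °C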
FadD28 binding – inhibitors of FadD28 bisubstrate probe binding, primary screen, biochemical, fluorescence polarization, single point | inhibition, % at 12.5 µM | actives 0.22% (n = 360,000) | AID 588549, 2011; in the data active = inhibition above about 8.5%, passing the limit was not always enough; inconclusive = no clear call, values can overlap the other calls
Anthrax LF inh2 – Bacillus anthracis LF protease inhibitors, primary screen, biochemical, multiplex microsphere, MLPCN library; multiplex microsphere protease cleavage assay; inhibition, % at 10 µM; actives 0.12% (n = 360,000); note: plate controls were buffer without enzyme for full effect and enzyme alone for no effect
BoNT-A LC inh2 – BoNT/A light chain protease inhibitors, primary screen, biochemical, flow cytometry, MLPCN library; Botulinum neurotoxin type A light chain protease (Clostridium botulinum A str. ATCC 3502); actives 0.17% (n = 360,000); multiplex microsphere protease substrate cleavage; inhibition, % at 10 µM; note: plate controls were buffer without enzyme for full effect and enzyme alone for no effect
BoNT F protease – BoNT/F light chain protease inhibitors, primary screen, biochemical, flow cytometry, MLPCN library; Botulinum neurotoxin type F light chain protease (Clostridium botulinum); Multiplex microsphere protease cleavage assay; inhibition, % at 10 µM; actives 0.22% (n = 360,000); AID 588497, 2011; in the data active = inhibition above about 35%, passing the limit was not always enough; inconclusive = no clear call, values can overlap the other calls; note: plate controls were buffer without enzyme for full effect and enzyme alone for no effect
GDH-TPI inh – GDH-TPI coupling enzyme inhibitors, primary screen, artefact control for M. tuberculosis FBA inhibitor project, biochemical, absorbance, full deck | GDH-TPI coupled enzyme counterscreen, NADH absorbance | inhibition, % at 4.8 µM | actives 1.2% (n = 360,000) | AID 588335, 2011; in the data active = inhibition above about 30%;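 note: 0% = DMSO wells and 100% = wells lacking the enzyme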
FBA Mtb inh – Mtb FBA enzyme inhibitors, primary screen, biochemical, fluorescence, strain H37Rv; Fructose-bisphosphate aldolase (Mycobacterium tuberculosis (strain ATCC 25618 / H37Rv)), …; purified M. tuberculosis FBA, fluorescence read-out; inhibition, % at 1 µM; actives 2.3% (n = 360,000); in the data active = inhibition above about 27%;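 note: 0% = vehicle and 100% = reference inhibitor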
Target sequence (P9WQA3 whole entry, looked up): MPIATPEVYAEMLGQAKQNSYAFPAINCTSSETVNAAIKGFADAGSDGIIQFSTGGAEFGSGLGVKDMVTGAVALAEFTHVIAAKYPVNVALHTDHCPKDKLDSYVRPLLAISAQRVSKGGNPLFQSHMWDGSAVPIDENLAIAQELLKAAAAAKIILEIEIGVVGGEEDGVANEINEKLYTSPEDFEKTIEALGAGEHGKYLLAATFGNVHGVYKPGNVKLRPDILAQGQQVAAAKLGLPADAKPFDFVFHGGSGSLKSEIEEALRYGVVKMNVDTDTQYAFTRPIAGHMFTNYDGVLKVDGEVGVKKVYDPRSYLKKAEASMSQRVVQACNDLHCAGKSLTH
* marks the source's active call; other numbers are inactive results; ? = inconclusive; nt = no result given. Cut-off read from the data, not from the text of the source, unless noted: active = inhibition above about 30%; inconclusive = no clear call, values can overlap the other calls; inactive = below that.

cpd	smiles	UGM FP inh	Mtb BioA inh	PfHsp40 rescue	FadD28 binding	Anthrax LF inh2	BoNT-A LC inh2	BoNT F protease	GDH-TPI inh	FBA Mtb inh
1	O=C(Nc1ccc(Cl)c(Cl)c1)c1csc(-c2ccccc2)n1	-1.4	-1.3	1.2	-1.5	-3	-0.1	-3	14	1
2	CC(C)C(NC(=O)c1ccccc1F)C(=O)OCC(=O)c1ccc(F)cc1 (configuration not stated)	4.1	nt	-0.3	-4.2	-4	-1.0	-9	-4	-8
3	COc1ccc2oc(=O)c(C(=O)NC(C)c3ccccc3)cc2c1 (configuration not stated)	1.7	0.3	3.3	-3.2	-7	-15	?	12	44*
4	CCC1C/C(=C/c2cccs2)C(=O)/C(=C/c2cccs2)C1 (configuration not stated)	-0.1	-2.4	0.0	-6.2	3	6.5	3	4	-2
5	CC(=O)NC(C)(c1ccccc1)c1nc(-c2cnc3ccccc3c2)cs1 (configuration not stated)	nt	1.9	nt	-5.7	2	0.4	2	10	-2
6	C/C(=N\NC(=O)NC1CCCCC1)c1ccc(Cl)s1	-0.3	-1.2	-0.2	nt	4	-1.4	?	1	0
7	C=C(CN(C)C)C(=O)c1cc(C)ccc1C	nt	nt	-1.5	-5.1	0	0.9	1	9	0
8	C=CCn1c(SCC(=O)Nc2ccc3c(c2)CCC3)nc2ccccc2c1=O	5.7	nt	-0.2	-1.6	-3	-0.8	-2	8	1
9	O=C(Nc1ccccc1Sc1ccccc1)c1ccccc1	0.6	-1.2	0.9	-2.0	-4	0.4	-4	7	-3
10	CCOC(=O)c1c(C)c(C(=O)NCc2ccc(OC)cc2)c(C)n1C	4.2	nt	1.5	0.0	1	1.7	-7	6	5
11	CCOC=C1C(=O)N(C(C)=O)c2cc(OC)c(OC)cc21	nt	-1.9	2.0	-1.1	-3	-0.6	-8	9	-1
12	COc1ccc(S(=O)(=O)N(CC(=O)NCCCN(C)C)c2ccc(C)cc2)cc1OC	1.9	-0.8	0.1	-3.0	0	0.2	1	0	4
13	CCN(CC(=O)NCc1ccc(Cl)cc1)S(=O)(=O)c1ccc(F)cc1	-1.2	1.4	2.1	-1.3	-1	-1.7	-44	1	3
14	O=C(CN(Cc1ccccc1)S(=O)(=O)c1ccccc1)NC1CC1	2.1	nt	-1.6	0.6	-5	-1.4	-9	-2	-3
15	CC(C)(C)OC(=O)c1c(N)n(Cc2ccco2)c2nc3ccccc3nc12	1.8	2.4	-0.7	-5.5	1	6.5	-17	16	114*
16	COc1cc(CNCCN(C)C)c(Br)cc1OC1CCCC1	2.1	nt	-0.4	-0.8	-8	-2.0	-7	6	1
17	CN(C(=O)CSC1=NCCS1)c1ccccc1	-0.3	1.5	-0.4	-0.2	-1	-0.4	-9	2	-1
18	CCc1nnc(NC(=O)COC(=O)CN2C(=O)c3ccccc3C2=O)s1	-0.7	-3.9	0.3	-1.3	-2	-0.5	-22	8	6
19	CCOC(=O)N1CCN(C(=O)CSCc2ccc(C)cc2)CC1	0.4	-2.1	-1.3	-1.7	-3	-0.5	9	16	-1
20	CC(C)(C)c1ccc(C(=O)N2CCC2(C)C(=O)NCCC#N)cc1 (configuration not stated)	nt	-1.5	nt	-1.0	2	-0.2	-4	4	-3
21	C=CCn1c(SCCN2C(=O)c3ccccc3C2=O)nc2scc(-c3ccc(F)cc3)c2c1=O	nt	nt	-1.4	-0.9	3	0.2	-4	-3	4
22	CC(C)N(C(=O)CSc1nc(COc2ccccc2)nc2ccccc12)C(C)C	2.5	-0.5	2.6	-1.9	7	-1.6	4	4	0
23	COc1ccc2cc(C=O)n(C)c2c1	0.1	-1.1	-1.1	-1.4	-2	0.0	3	45*	2
24	O=C(NCC1CCCO1)c1ccc(NC(=O)c2cccc(Cl)c2)cc1 (configuration not stated)	-0.3	nt	-2.1	-6.0	-1	0.4	-4	-10	0
25	O=C(COC(=O)c1n[nH]c2ccccc12)NCCc1ccccc1	1.7	0.8	0.5	-1.9	6	0.6	-4	11	6
26	CC(C)(C)Sc1ccccc1S(=O)(=O)C(C)(C)C	1.8	nt	-1.2	-0.7	-2	?	?	0	2
27	CCOC(=O)c1ccccc1N=N/C(C(C)=O)=C(/C)O	0.2	nt	-0.1	-1.4	-1	-0.1	0	9	1
28	Cc1cc(C)n2nc(SCC(=O)N(C)C3CCCCC3)nc2n1	0.8	4.6	-1.4	0.3	-2	-0.3	-7	8	0
29	CCOC(=O)Cc1c(C)nc(SC)[nH]c1=O	0.4	nt	0.5	0.5	-3	-1.0	-1	-1	1
30	O=C(Oc1ccc2c(-c3ccccc3)cc(=O)oc2c1)C1CCCCC1	-3.8	0.9	0.8	0.4	0	-0.1	21	13	7
31	C=CCSC1=N/C(=C\c2ccc3c(c2)OCO3)C(=O)S1	3.0	-0.6	-1.4	-2.7	-1	-0.5	-27	4	-3
32	CCOc1ccccc1/C=N/n1c(C)nc2ccccc2c1=O	-0.4	-1.1	-1.4	-1.6	-5	-1.2	-7	-1	0
33	Cc1cc(Cl)ccc1N1C(=O)CC(NNC(=O)c2cccnc2)C1=O (configuration not stated)	1.4	-1.7	-0.8	-2.1	-4	-0.1	-10	4	1
34	CC1=CC2=NC(=O)CC(C)(C(=O)N(CC(=O)NC3CCCC3)Cc3ccc(Cl)cc3)N2C=C1 (configuration not stated)	-1.2	-2.6	-1.1	-2.3	-2	0.8	1	-4	58*
35	O=C(Cn1cnc2ccccc21)N/N=C/c1ccco1	-0.9	nt	-0.7	0.0	1	-0.6	4	4	-3
36	COc1cccc(CNC(=O)CCCn2nc(C)n3c(cc4sccc43)c2=O)c1	0.9	-0.2	1.2	-0.7	0	-0.5	3	6	1
37	C#CCN(C[C@H]1[C@H](OC(=O)NCC2CCCCC2)[C@H](OC(=O)NCC2CCCCC2)C[C@@H](C(=O)OC)[C@H]1C(=O)OC)S(=O)(=O)c1ccc(C)cc1	nt	1.2	nt	-1.1	-9	-0.3	-8	14	-1
38	COC(=O)[C@@H](Cc1ccccc1)NS(=O)(=O)N[C@H](Cc1ccccc1)C(=O)OC	nt	-1.0	-0.9	-0.2	-12	-0.1	-5	1	-1
39	CCCn1nnnc1SCC(=O)NNC(=O)c1ccco1	0.7	nt	-1.1	0.0	2	-1.0	-4	-3	3
40	CCNCCOC(c1ccccc1)c1ccccc1	0.7	1.8	0.3	-6.6	-12	?	2	-10	-1
41	COc1ccc(C(=O)N/N=C/c2ccc(OC)c(COc3ccccc3)c2)cc1	2.2	-1.7	3.4	-1.8	1	1.0	2	37*	4
42	CC(=O)NCCn1c(SCc2cccc([N+](=O)[O-])c2)nc2ccccc2c1=O	-1.8	2.7	0.1	-1.3	-1	0.1	2	5	0
43	Cn1c(=O)[nH]c(=O)c2c1nc(SCC(=O)O)n2CCc1ccccc1	0.7	-0.5	-0.9	1.0	-4	-0.4	-7	5	-1
44	Cc1cccc(OCC(=O)N2CCN(S(C)(=O)=O)CC2)c1	1.9	nt	-0.3	-4.7	-5	0.1	0	-1	2
45	CCc1nnc(NC(=O)c2ccc(S(=O)(=O)N(CCOC)CCOC)cc2)s1	-2.8	-2.5	-0.2	1.2	-5	0.2	6	11	-1
46	N#C/C(C(=O)N1CCCCC1)=C1\Nc2ccccc2S1	2.1	-1.2	1.2	0.2	-1	-0.1	-28	54*	-2
47	Oc1ccc(Br)cc1C1Nc2ccccc2S1 (configuration not stated)	0.5	1.1	-0.1	-0.9	-21	-0.7	-12	-3	13
48	COC(=O)Nc1ccc(OCC(=O)N2CCOCC2)cc1	-0.3	0.0	-0.1	-2.3	4	1.3	10	-5	0
49	CCN(CC)S(=O)(=O)c1ccc(NC2c3ccccc3C(=O)N2CCN2CCOCC2)cc1 (configuration not stated)	4.3	-1.1	0.3	0.9	0	-0.4	-2	2	3
50	C=CCn1c(CCC(=O)O)ccc1-c1ccc(OC)cc1	-0.2	6.5	1.0	2.1	-1	-0.6	-16	2	4
51	O=C(CCC(=O)Nc1nnc(C2CCCCC2)s1)Nc1ccc(F)cc1	0.3	nt	-2.3	-3.8	2	-0.2	-1	0	0
52	CCOC1CCCC(n2cnc3c(=S)nc[nH]c32)O1 (configuration not stated)	nt	-1.1	0.0	-1.2	-6	-0.2	1	7	-1
53	CN(C)c1cccc(C(=O)N2CCC(n3nccc3NC(=O)C3CCOC3)CC2)c1 (configuration not stated)	-1.2	-0.2	-0.1	-0.1	-3	-0.6	-1	3	-2
54	Cc1nn(C(C)C(=O)N2CCCC2)c(=O)c2nn(-c3ccccc3)c(C)c12 (configuration not stated)	-2.2	2.0	0.1	-0.2	0	-0.8	-5	5	-1
55	CCn1c(=NC(=O)c2ccc(S(=O)(=O)N3CCOCC3)cc2)sc2cccc(OC)c21	2.4	-2.6	5.5	-3.4	-4	1.2	8	0	-1
56	CCOc1ccc(C(=O)C(C)OC(=O)Cn2[nH]c(=O)c3ccccc3c2=O)cc1 (configuration not stated)	-0.6	0.2	0.0	-1.2	0	2.0	10	6	3
57	O=C(O)CC(c1cccc(C(F)(F)F)c1)N1CCS(=O)(=O)CC1 (configuration not stated)	-0.3	-1.0	0.2	0.1	-2	-0.3	-2	-6	-1
58	C[C@H](NC(=O)c1[nH]cnc1C(=O)Nc1ccccc1F)c1ccccc1	nt	0.2	nt	-2.5	-6	-0.7	-8	8	-1
59	COc1ccc(-n2nc(C(=O)NCC(=O)NCc3ccco3)c3ccccc3c2=O)cc1Cl	-1.8	-1.0	0.0	0.1	-4	1.1	2	12	2
60	COC(=O)CCCC1=CC2=CC(=O)C(C)(OC(=O)c3cccs3)C(=O)C2=CN1c1cccc(C#N)c1 (configuration not stated)	0.5	5.5	-0.2	-3.6	5	0.1	-16	14	-2

(more compounds)
cpd	smiles	UGM FP inh	Mtb BioA inh	PfHsp40 rescue	FadD28 binding	Anthrax LF inh2	BoNT-A LC inh2	BoNT F protease	GDH-TPI inh	FBA Mtb inh
61	O=C(NC1CCSC1=O)C1CC(=O)N(c2ccc(F)cc2)C1 (configuration not stated)	-0.2	0.5	-1.4	0.1	2	7.4	?	-5	1
62	COc1ccccc1Cc1c(-c2cccc(Cl)c2)nc2ccc(C)cn12	nt	-0.1	nt	-7.6	9	0.8	2	nt	10
63	O=C(Nc1nccs1)c1ccc(S(=O)(=O)NCC2CCCCC2)cc1	0.5	-0.6	0.7	-2.7	-6	-2.0	-9	8	-2
64	Cc1c(Cl)cccc1NC(=S)N1CC2CC(C1)c1cccc(=O)n1C2 (configuration not stated)	-1.6	nt	15	-6.2	-1	0.3	1	8	1
65	COc1ccccc1NC(=O)Cn1c(CCC(=O)O)ccc1-c1ccc(C)cc1	1.6	nt	1.5	-2.6	-2	-0.5	2	10	3
66	CC1CCCN(CCCNC(=O)c2cn(C)c3ccc(S(=O)(=O)N(C)C4CCCCC4)cc3c2=O)C1 (configuration not stated)	1.6	-0.3	0.6	-3.5	1	-0.7	0	7	-2

Source: PubChem (several laboratories)
